AHR act: activators of human aryl hydrocarbon receptor; P35869; AHR-responsive luciferase reporter cells, luminescence; activation, % at 5 µM; 2.5% of 320,000 active; in the data active means activation above about 47%;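 further: 0% = vehicle wells and 100% = reference agonist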
Target sequence (P35869 whole entry, looked up): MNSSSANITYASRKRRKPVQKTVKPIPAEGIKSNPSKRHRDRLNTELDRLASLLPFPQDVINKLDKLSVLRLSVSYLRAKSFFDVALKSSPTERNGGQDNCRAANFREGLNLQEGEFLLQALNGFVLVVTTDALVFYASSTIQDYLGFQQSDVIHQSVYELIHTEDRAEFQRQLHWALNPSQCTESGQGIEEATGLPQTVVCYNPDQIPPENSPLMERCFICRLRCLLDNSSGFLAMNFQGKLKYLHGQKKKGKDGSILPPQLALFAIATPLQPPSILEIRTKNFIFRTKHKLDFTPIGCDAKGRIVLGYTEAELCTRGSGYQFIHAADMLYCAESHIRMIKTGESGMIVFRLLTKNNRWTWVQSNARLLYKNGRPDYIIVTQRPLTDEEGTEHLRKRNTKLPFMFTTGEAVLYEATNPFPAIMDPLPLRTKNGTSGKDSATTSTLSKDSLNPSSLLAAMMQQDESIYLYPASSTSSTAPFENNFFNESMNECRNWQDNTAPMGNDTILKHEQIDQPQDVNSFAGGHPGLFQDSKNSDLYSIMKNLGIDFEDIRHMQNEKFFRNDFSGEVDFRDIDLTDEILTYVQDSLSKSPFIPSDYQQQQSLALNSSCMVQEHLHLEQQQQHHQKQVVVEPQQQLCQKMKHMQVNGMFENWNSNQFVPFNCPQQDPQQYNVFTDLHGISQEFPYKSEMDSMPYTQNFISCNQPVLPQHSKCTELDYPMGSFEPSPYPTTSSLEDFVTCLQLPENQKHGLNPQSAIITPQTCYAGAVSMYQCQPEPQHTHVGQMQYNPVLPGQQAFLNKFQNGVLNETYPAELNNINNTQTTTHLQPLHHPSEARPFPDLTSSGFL
CIT2-GFP yeast: alters CIT2-GFP fluorescence in TOR pathway yeast screen; S. cerevisiae CIT2-GFP strain, flow cytometry, 3 h; 100 means same as DMSO wells; GFP response vs DMSO, % at 10 µM; 0.065% of 320,000 active; AID 2029;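 active means GFP response relative to DMSO above a set limit, near the screen mean plus 3 SD, cut at about 150% in these data; inconclusive means Fewer than 70 cells measured for a yeast strain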;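 further: ratio of well median GFP fluorescence to mean of DMSO wells on the plate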
AGP1 TOR yeast: alters AGP1-GFP fluorescence in TOR pathway yeast screen; GFP response vs DMSO, % at 10 µM; 0.02% of 320,000 active; S. cerevisiae AGP1-GFP multiplex flow cytometry, 3 h; GFP as percent of DMSO wells;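 active means GFP response relative to DMSO above a set limit, near screen average plus 3 SD, cut at about 150% in these data; inconclusive means fewer than 70 cells counted for the yeast strain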;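 further: median GFP channel fluorescence of the gated AGP1 strain per well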
Efflux pump mplx: antifungal efflux pump inhibition, Nile Red retention. S. cerevisiae Candida pump triplex. inhibition, % at 10 µM. 0.44% of 330,000 active;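 active means plate passing quality check with inhibition over a set limit, or well fluorescence over plate mean plus 4 SD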;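 further: Nile Red retained in pooled yeast measured as flow cytometry median fluorescence; 0% = buffer negative control and 100% = Enniatin B positive control; higher means more Nile Red kept so more efflux inhibition; some compounds called inactive have numbers as strong as hits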
LAP4-GFP MLPCN: yeast TOR pathway LAP4-GFP modulation. S. cerevisiae LAP4-GFP multiplex, flow cytometry GFP, 3 h; median GFP as percent of DMSO wells. GFP response vs DMSO, % at 10 µM. 0.34% of 320,000 active. AID 2023;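 active means GFP response vs DMSO above a set limit, about the screen mean plus 3 SD, cut at about 150% in these data; inconclusive means under 70 cell events counted for the yeast strain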
MEP2-GFP yeast: alters MEP2-GFP fluorescence in TOR pathway yeast screen; S. cerevisiae MEP2-GFP strain, flow cytometry GFP, 3 h; 100% = DMSO control level; GFP response vs DMSO, % at 10 µM; 0.51% of 330,000 active;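 active means GFP response versus DMSO above a set limit, roughly screen mean plus 3 SD, cut at about 180% in these data; inconclusive means fewer than 70 cells counted for a yeast strain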;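 further: median GFP fluorescence of the barcode-gated MEP2-GFP cells per well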
CR mimetic SO: lowers age-related superoxide in aged yeast cells; S. cerevisiae aged cells, superoxide DHE fluorescence; hits give low values; superoxide response (% of plate mean), % at 10 µM; 0.18% of 330,000 active;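 active means superoxide response under a set limit, about three screen SD below normal, cut at about 65% in these data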;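 further: yeast aged for seven days with compound at 30 °C before DHE staining; 100% = average MFI of all compound-treated wells on the plate with controls excluded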
RPL19A TOR yeast: modulators of TOR pathway RPL19A-GFP in S. cerevisiae. percent response vs DMSO, % at 10 µM. 0.3% of 330,000 active. AID 2025. S. cerevisiae RPL19A-GFP strain, flow cytometry, 3 h; hits give low values;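 active means percent response vs DMSO below 50%; inconclusive means fewer than 70 events counted for the yeast strain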;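 further: median channel GFP fluorescence of the barcoded RPL19A-GFP strain; ratio of sample median GFP to plate DMSO average so 100% = DMSO; lower means less RPL19A-GFP as with rapamycin TOR inhibition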
Starred values were filed as active, the others as inactive; ? = inconclusive; · = no result given; [ ] = another dose, or the depositor's remark.

SMILES,RPL19A TOR yeast,CR mimetic SO,CIT2-GFP yeast,AHR act,Efflux pump mplx,MEP2-GFP yeast,LAP4-GFP MLPCN,AGP1 TOR yeast
O=C(COC(=O)c1cc([N+](=O)[O-])ccc1NCc1ccccc1)NC1CCCCC1,102,123,107,-2,-1.1,104,102,108
Cc1cccnc1NC(=O)C12CCC(C)(C(=O)O1)C2(C)C (stereo not drawn),87,96,100,-2,-0.1,92,87,91
Cc1nc2c(c(-c3ccccc3)c1C#N)C(=O)c1ccccc1-2,102,101,107,1,0.1,104,100,104
COc1ccc(C(=O)Nc2ccc(S(=O)(=O)N(C)c3ccccc3)cc2)cc1,99,97,85,7,0.1,96,99,98
CCOc1ccc(NC(=O)CN(C)C(=O)c2cn3ccccc3n2)cc1OCC,96,79,94,2,-0.1,97,104,108
Cc1ccccc1C(=O)Oc1ccccc1C(=O)N1CCOCC1,103,94,105,2,-0.3,103,101,·
CC(C)CC(NC(=O)C(Cc1ccc(OCc2ccccc2)cc1)NC(=O)OC(C)(C)C)C(N)=O (stereo not drawn),100,101,93,1,0.1,98,99,94
N=c1c2c(ncn1Cc1ccco1)Oc1c(ccc3ccccc13)C2c1ccccc1 (stereo not drawn),98,107,93,14,0.1,118,98,90
CCOc1ccc(C(=O)Nc2ccc(N3CCN(C)CC3)cc2)cc1Br,99,105,111,57*,0.0,116,112,104
COc1ccccc1Oc1coc2c(CN3CCN(C)CC3)c(O)ccc2c1=O,63[may fluoresce violet],96,?,1,0.0,225*[may fluoresce violet],89[may fluoresce violet],?
CCOc1ccc(Br)cc1S(=O)(=O)Nc1ncn[nH]1,99,91,101,3,-0.1,105,93,102
COCCNC(=O)c1cc(S(=O)(=O)N(C)c2ccccc2OC)ccc1C,87,106,92,5,0.0,92,91,88
COc1ccc(NC(=O)COc2ccc(S(=O)(=O)N3CCOCC3)cc2C)cc1OC,100,95,99,1,0.0,102,87,90
COc1ccc2c(c1)cc(C(=O)N[C@H](C(=O)N1CCC[C@H]1C(=O)O)C(C)C)n2C,100,135,96,7,0.3,102,109,100
CNc1nc(SC(C)C(=O)Nc2ccc(Cl)c(Cl)c2)nc(N2CCOCC2)n1 (stereo not drawn),95,114,93,1,0.1,96,102,87
COc1ccc(C(=O)NC2CCN(C(=S)Nc3cccc(C)c3)CC2)cc1,97,88,100,-2,0.2,102,100,102
CC(C)(CO)NC(=O)CC1C(=O)NCCN1Cc1ccc(-c2ccccc2)cc1 (stereo not drawn),100,97,108,-1,0.1,101,105,98
CCOC(=O)N1CCN(Cc2nc3cc(NC(C)=O)ccc3n2C)CC1,104,100,105,3,0.1,111,104,104
CC1CCN(CC(=O)c2cccs2)CC1,97,96,102,4,0.0,100,102,104
COc1cccc(-n2c(-c3cccc(S(=O)(=O)N(C)C)c3)n[nH]c2=S)c1,95,101,95,-1,0.0,94,99,93
C=CC[C@H](CC(=O)N(CCO)Cc1ccccc1)C(=O)NC[C@H](OC(=O)[C@@H](CC=C)Cc1ccc(F)cc1)c1ccccc1,94,104,89,1,0.0,97,102,99
CCCN(CCC)S(=O)(=O)c1ccc(NC(=O)C2CCCO2)cc1 (stereo not drawn),100,93,98,3,0.0,105,101,107
O=C(CSC1=NCCN1)NC12CC3CC(CC(C3)C1)C2,95,89,103,2,-0.1,99,97,99
O=C1CC(c2ccccc2)Sc2nc(-c3ccccc3)c(-c3ccccc3)n21 (stereo not drawn),104,82,114,9,0.0,109,101,110
CN(NS(=O)(=O)c1ccc(Cl)cc1)c1cnn(C)c(=O)c1Cl,103,101,94,2,0.1,103,108,104
COc1ccc2c(c1)-c1nc(/N=C/c3ccc(O)c(OC)c3)sc1CC2,101,98,93,8,-0.3,100,86,99
O=C(NCCN=C1NS(=O)(=O)c2ccccc21)c1ccc2nccnc2c1,96,94,93,4,0.0,97,91,93
O=C1CC(c2ccco2)Cc2nc(Nc3nc(-c4ccccc4)c4ccccc4n3)ncc21 (stereo not drawn),98,98,94,6,0.1,100,99,109
O=C(O)c1ccc([N+](=O)[O-])c2c1C(=O)c1ccccc1C2=O,103,112,96,0,0.1,102,94,106
Cc1ccc(C(=O)NCC2CCCN2S(=O)(=O)c2cccs2)cc1C (stereo not drawn),99,93,84,1,0.0,98,114,109
CN(C(=O)COC(=O)CNC(=O)c1sc2ccccc2c1Cl)C1CCS(=O)(=O)C1 (stereo not drawn),98,100,95,-1,0.0,102,100,100
O=C1C=C(c2cccc(Cl)c2)C[C@@H](c2ccc(F)cc2)C1,109,107,104,-5,0.0,117,112,105
CCCCN(C(=O)CSCC(=O)Nc1ccc(C)cc1)c1c(N)n(CCCC)c(=O)[nH]c1=O,95,104,96,4,0.0,100,107,104
CCCSc1nc2c(c(=O)n1-c1ccc(OCC)cc1)SCC2,100,115,104,-5,-0.2,108,103,102
COc1ccc(Cn2c(=S)[nH]c3cc(C(=O)N4CCN(c5ccccc5)CC4)ccc3c2=O)cc1,103,94,106,-1,-0.2,106,97,110
CN(C)CC[n+]1ccc(C(=O)c2ccccc2)cc1,103,121,99,0,0.4,104,85,94
Cc1cc(C)nc(SC(C)CNS(=O)(=O)c2ccccc2)n1 (stereo not drawn),107,79,109,-1,0.0,93,97,98
O=C(c1cn(-c2ccccc2)nc1-c1ccc(F)cc1)N1CCCCC1,110,132,99,-1,11*,108,99,97
O=C(c1cc(-c2ccncc2)nc2c(Cl)cccc12)N1CCN(c2ccccc2F)CC1,95,91,79,18,0.0,86,85,87
CCC(C)C(NC(N)=O)C(=O)Nc1ccc(S(=O)(=O)Nc2ccc(OC)cc2)cc1 (stereo not drawn),101,104,104,0,-0.1,100,98,103
C=CCn1c(SCC(=O)Nc2ccccc2)nc2scc(-c3cccs3)c2c1=O,102,155,103,9,0.0,116,103,102
CC1CCCC(C)N1C(=O)CN1c2cccc3cccc(c23)S1(=O)=O (stereo not drawn),94,95,88,3,0.1,91,97,102
COC(=O)[C@]1(Cc2ccccc2)N[C@H](CN(C)C(=O)Nc2ccc(C(F)(F)F)cc2)[C@@H]2C(=O)N(Cc3ccccc3)C(=O)[C@@H]21,89,98,86,1,-0.1,83,88,92
Cc1ccc(CN2CCN(/N=C/c3cc(Br)ccc3O)CC2)cc1,102,102,104,-2,0.1,110,111,100
O=C(COC(=O)C1=COCCO1)NCc1ccc(F)cc1,107,103,112,-1,-0.1,98,73,85
CC(/C=C/c1ccccc1F)=N\NC(=O)c1ccccc1,100,113,103,3,0.0,99,100,92
O=C(c1cnn2c(C(F)F)cc(-c3ccccc3)nc12)N1CCCc2ccccc21,96,105,106,-1,0.0,108,109,106
CCOC(=O)N1CCN(C(=O)CCCCCn2c(=S)[nH]c3ccsc3c2=O)CC1,97,98,112,2,-0.3,99,97,109
O=S(=O)(c1ccc(F)cc1)N1CCN(C(=S)NCc2ccco2)CC1,98,96,99,0,0.0,99,92,98
CCOC(=O)C1CCCN(C(=O)CCCn2c(=O)c3cccn3c3cccnc32)C1 (stereo not drawn),101,85,104,-1,0.2,108,96,100

New compounds follow.
SMILES,RPL19A TOR yeast,CR mimetic SO,CIT2-GFP yeast,AHR act,Efflux pump mplx,MEP2-GFP yeast,LAP4-GFP MLPCN,AGP1 TOR yeast
Cc1cc(S(=O)(=O)N2CCOCC2)ccc1OCC(=O)NCCN1CCOCC1,102,100,101,0,0.0,101,98,100
Cc1ccc(C(=O)N(CC(C)C)c2c(N)n(Cc3ccccc3)c(=O)[nH]c2=O)o1,91,104,95,0,0.0,104,92,94
Cc1cc(C)c(NC(=O)CCCN2CCOCC2)c(C)c1,94,112,100,-1,0.6,99,95,95
COc1ccc(O)c(-c2cc(-c3ccccc3Cl)[nH]n2)c1,?,88,?,124*,0.0,?,?,?
CN(C)C(C)(C)C#CCC(c1ccccc1)c1ccccc1,106,105,100,4,0.0,105,105,100
Cc1ccc(S(=O)(=O)N(C)C)cc1NC(=O)COC(=O)C1CC(=O)N(c2ccc3c(c2)OCCO3)C1 (stereo not drawn),102,104,105,0,-0.1,102,102,109
Cc1cc(C)cc(NC(=S)N2CCCC2)c1,117,98,99,·,-0.1,107,75,100
Cc1ccc(-c2csc3nc(CN(C)Cc4ccccc4)[nH]c(=O)c23)cc1,98,102,105,7,0.2,106,115,92
CCCCNC(=O)C(Cc1ccccc1)NS(=O)(=O)c1ccc2c(c1)c(=O)n(C)c(=O)n2C (stereo not drawn),103,112,99,0,1.8*,111,102,109
Cc1cc(C(=O)NCC(=O)OCC(=O)N(C(C)C)C(C)C)ccc1[N+](=O)[O-],97,116,91,-1,0.0,102,89,95

Compound profiles, from the list above:
`CNc1nc(SC(C)C(=O)Nc2ccc(Cl)c(Cl)c2)nc(N2CCOCC2)n1` (stereo not drawn) is listed as RPL19A TOR yeast: 95; CR mimetic SO: 114; CIT2-GFP yeast: 93; AHR act: 1; Efflux pump mplx: 0.1; MEP2-GFP yeast: 96; LAP4-GFP MLPCN: 102; AGP1 TOR yeast: 87
`Cc1nc2c(c(-c3ccccc3)c1C#N)C(=O)c1ccccc1-2` is listed as RPL19A TOR yeast: 102; CR mimetic SO: 101; CIT2-GFP yeast: 107; AHR act: 1; Efflux pump mplx: 0.1; MEP2-GFP yeast: 104; LAP4-GFP MLPCN: 100; AGP1 TOR yeast: 104

Additional results.
SMILES,RPL19A TOR yeast,CR mimetic SO,CIT2-GFP yeast,AHR act,Efflux pump mplx,MEP2-GFP yeast,LAP4-GFP MLPCN,AGP1 TOR yeast
CCCOc1ccc(CC2CCC(=O)NC2=O)cc1 (stereo not drawn),100,101,102,1,-0.1,102,92,101
CCCCC(C(=O)NC(C)(C)C)N(Cc1ccco1)C(=O)c1snc(C(N)=O)c1N (stereo not drawn),98,90,93,-4,-0.1,116,·,96
Cc1c(/C(O)=C2\C(=O)C(=O)N(CCN(C)C)C2c2ccccc2)cnn1-c1ccccc1 (stereo not drawn),103,102,104,-3,-0.1,101,115,111
O=C(CCNS(=O)(=O)c1ccccc1)N1CCN(c2ccccc2)CC1,98,108,94,-1,0.1,112,105,100
O=C1CCC(/C=C/c2ccccc2)=NN1Cc1ccc(Cl)c(Cl)c1,103,109,99,1,0.1,112,113,102
Oc1ccc(Nc2nc(-c3cccnc3)cs2)cc1,104,102,106,74*,0.1,113,103,102
COc1ccc2nc(SCC(=O)/C(C#N)=C(\C)N)[nH]c2c1,95,109,101,27,0.0,96,97,101
O=C(Nc1cccnc1)c1cc(-c2cccc(Cl)c2)on1,101,88,99,-4,0.4,102,105,102
COc1ccc(Br)cc1/C=C/C(=O)NCC(=O)O,98,110,97,0,-0.2,98,90,93
CCC(C)C(NC(=O)c1ccccc1NC(=O)c1ccc(OC)cc1)C(=O)NCCCn1ccnc1 (stereo not drawn),99,96,95,13,0.5,103,97,102
CC(C)N(C(=S)NC1CC2CCC1C2)c1ccccc1 (stereo not drawn),97,92,96,1,-0.1,103,116,100
COC(=O)C1C(O)=C(C=Nc2ccc3ccccc3c2)C(=O)CC1(C)C (stereo not drawn),104,107,76,20,0.2,103,88,95
NS(=O)(=O)c1ccc(CCNC(=O)c2ccc3ccccc3n2)cc1,101,103,89,19,0.3,95,94,93
Cc1ccccc1NC(=O)CSC1=C(C#N)C(c2ccsc2)CC(=O)N1 (stereo not drawn),103,104,112,6,0.0,106,107,104
Cc1coc2cc3oc(=O)c(CCC(=O)NCC(=O)O)c(C)c3cc12,108,95,101,·,0.0,105,93,99
CCOc1ccc(C(=O)N2CCc3cc(OC)c(OC)cc3C2)cc1OCC,97,93,104,9,-0.1,102,97,96
COc1cccc(/C=C/C(=O)OCC(=O)Nc2ccc(Cl)c(S(=O)(=O)N(C)C)c2)c1OC,96,92,92,3,0.1,93,107,93

Screening results deposited in PubChem BioAssay by several laboratories.
